Assay outcomes from PubChem BioAssay.
FUS yeast rescue: rescues growth of FUS-expressing yeast. S. cerevisiae FUS-expressing, growth rescue, OD600, 24 h. Potency, µM (doses to about 76.6 µM), for the others: top-dose growth rescue (activation), hits mostly activators. 0.24% of 390,000 active; active = well fitted activation curve with a large enough effect; inconclusive = small, poorly fitted or top-dose-only effect; inactive = no such curve, though single readings can be large or run the other way;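 note: plate controls were DMSO vehicle for no effect and reference control for full effect; nearly all actives have a fitted effect of over 55% in size; some results filed as inactive show a strong effect at the top dose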
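Steps: raffinose overnight preculture; dilution to OD 0.005 in 2% galactose minimal medium; compound addition (concentration series); 24hr at 30C, 99% humidity; absorbance read at 600 nm.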
Numbers without * were called inactive; u = inconclusive. Potency is the fitted concentration of half-maximal effect.

FUS yeast rescue	compound
1%	COc1ccc(/C=C2\CC3(OC(=O)C4CCCCC4)CCCN2C3)cc1 (stereo not drawn)
39%	CCOC(=O)[C@]12CCCCC/C=C\1N(Cc1ccc(OC)cc1)C(=O)[C@H]2CC(=O)N1CCSCC1
5%	O=C(Nc1ccc(Cl)c(Cl)c1)C1CCCN(c2nnc(-n3cccc3)s2)C1 (stereo not drawn)
26%	O=C(NCCc1nc2ccccc2n1C/C=C/c1ccccc1)C1CCCCC1
21%	S=C(Nc1ccc(Br)cc1)OCCN1CCCC12CCC(c1ccccc1)CC2 (stereo not drawn)
29%	Cc1ccc(CN2CCCCC(NC(=O)C3CCCCC3)C2=O)cc1 (stereo not drawn)
-22%	CN1C(=O)C[C@@](C#N)(C(=O)NCC(F)(F)F)[C@H]1c1ccccc1
-8%	CCOC(=O)CC[C@@H]1CC[C@]2(CCCN(C(=O)C(C)(C)C)C2)O1
-17%	O=C(c1cc(-c2ccc(Cl)cc2)nc2ccccc12)N1CCN(c2ncccn2)CC1
-12%	CCOC(=O)[C@]12CCCC3=C1N(CCC3)C(=O)[C@@H](CC(=O)N1CCOCC1)C2
13%	O=C(CSc1nnc(-c2ccccn2)n1-c1ccc(Cl)cc1)Nc1cccc2ccccc12
u	COc1ccc(S[C@]2(C(=O)N(C)C)CC(=O)N(C(=O)c3ccccc3)[C@@H]2c2ccc(OC)cc2)cc1
23%	COC(=O)[C@]12C[C@H](CC(=O)N3CCOCC3)C(=O)N(CCc3ccc(OC)c(OC)c3)C1=C[C@H](C(C)C)O[C@@H]2C1CC1
-14%	O=C(NCCc1ccccc1)OCc1cn(Cc2ccc(F)cc2)nn1
u	O=C(Nc1ccc2ccccc2c1)C1CC2CCC1C2 (stereo not drawn)
28%	COc1ccc(S[C@]2(C(=O)N3CCN(C(C)=O)CC3)CC(=O)N(C(=O)C3CC3)[C@@H]2c2ccc(OC)cc2)cc1
1%	COc1cccc(N2CCN(CC(=O)N(C)Cc3ccccc3Cl)CC2)c1
21%	COC1=C[C@H](C(=O)N[C@H]2CCCC[C@@H]2NC(C)=O)[C@H](C)[C@@H](c2ccccc2)CC1=O
16%	Cc1cccc(NC(=O)CN2C(=O)CCSc3ccccc32)c1C
-10%	Cc1cc(NC(=O)COc2cc(F)cc(F)c2)n(-c2ccccc2)n1
u	CCCCNC(=O)C[C@H]1C[C@@]2(C(=O)OC)C(=C[C@H](COCc3ccccc3)O[C@@H]2C)N(Cc2cccc3ccccc23)C1=O
10%	Cc1ccc(CNC(=O)CCS(=O)(=O)c2cc3c(cc2Br)CCN3C(=O)C2CC2)o1
22%	COC(=O)c1cc(S(=O)(=O)N2CCN(C(C)=O)CC2)cn1C
-17%	O=C1Nc2ccccc2OC1CC(=O)N1CCCCCCC1 (stereo not drawn)
-4%	C[C@H]1[C@@H](OC(=O)N2CCCC2)CC[C@@]23CCCN2C(=O)CCC[C@@H]13
10%	C[C@@H]1CCN(C2CC2)S(=O)(=O)c2ccc(N3CCC[C@H]3CO)cc2O1
-13%	Nc1nc2ccc(Cl)cc2cc1C(=O)NCc1ccccc1Br
17%	CC1CCCCC1N(C(=O)c1cc(C2CC2)on1)C1CCCCCC1 (stereo not drawn)
-20%	Cc1ccc(Cn2cc(CN3[C@@H](CC(C)C)COc4cccc(F)c4S3(=O)=O)nn2)cc1
21%	CC1CCC2(CCC(=O)N2CCCOC(=O)Nc2cccc(C(F)(F)F)c2)CC1 (stereo not drawn)

Ordered by value in FUS yeast rescue (descending): 3 of the compounds above.
SMILES,FUS yeast rescue
COC(=O)[C@]12C[C@H](CC(=O)N3CCOCC3)C(=O)N(CCc3ccc(OC)c(OC)c3)C1=C[C@H](C(C)C)O[C@@H]2C1CC1,23%
COC1=C[C@H](C(=O)N[C@H]2CCCC[C@@H]2NC(C)=O)[C@H](C)[C@@H](c2ccccc2)CC1=O,21%
COc1ccc(/C=C2\CC3(OC(=O)C4CCCCC4)CCCN2C3)cc1 (stereo not drawn),1%

Next records.
FUS yeast rescue	compound
26%	COc1cccc(C(=O)n2ccc3ccc(-c4ccc5ccn(Cc6ccccc6)c5c4)cc32)c1
8%	O=C(NCc1ccc(F)c(F)c1)C1CCCN(c2nc3ccccc3o2)C1 (stereo not drawn)
44%	COc1ccc(C(=O)CSc2nnc(-c3cnccn3)n2-c2ccc(C)cc2)cc1
-18%	Cc1ccccc1Cn1cc(CN2[C@@H](CC(C)C)COc3cc(Br)ccc3S2(=O)=O)nn1
8%	Nn1c(SCC(=O)Nc2ccc(OCc3ccccc3)cc2)nnc1-c1cc(-c2ccc(F)cc2)n[nH]1
u	COC(=O)C1CN(Cc2ccc(OC)cc2)CCS(=O)(=O)N1Cc1cn(Cc2ccc(Cl)cc2)nn1 (stereo not drawn)
33%	OC(c1ccccc1)(c1ccccc1)C1CCN(CCCNc2cccc(OC(F)(F)F)c2)CC1
-18%	O=C(Nc1ccc(Br)cc1)OCCN1C(=O)CCC12CCC(c1ccccc1)CC2 (stereo not drawn)
u	O=S1(=O)c2ccc(N3CCCC3)cc2Oc2ccccc2CN1Cc1cn(Cc2cccc(F)c2)nn1
2%	COCCCN1C(=O)[C@H](CC(=O)NCCC(C)C)[C@]2(C(=O)OC)CCCCC=C12
7%	C[C@H]1CCCN1c1ccc2c(c1)OCCCN(C1CC1)S2(=O)=O
u	Cc1ccccc1CN1CCCCC(NC(=O)c2ccc(-c3ccccc3)cc2)C1=O (stereo not drawn)
43%	C[C@H]1[C@@H](OC(=O)Nc2ccc(C(F)(F)F)cc2)CC[C@@]23CCCN2C(=O)CCC[C@@H]13
-10%	C=CCN(C)CC#CCCCCl
-20%	CCOC(=O)[C@@]12CCCC3=C1N(CCC3)C(=O)[C@H]2CC(=O)N1CCSCC1
15%	Cn1cccc1CC(=O)NN=Cc1cccc(F)c1
18%	Nn1c(SCc2cccc3ccccc23)nnc1-c1cc(-c2ccc(Cl)cc2)n[nH]1
12%	O=C(CN1CCCc2ccccc21)NCc1ccc(F)cc1
-8%	CC(C)OP(=O)(O)C(C)NC(=O)OCc1ccccc1 (stereo not drawn)
7%	O=C(CSc1nc2ccccc2[nH]1)NN=Cc1ccccc1C(=O)O
4%	Cc1nn(CCC(=O)NNC(=O)NCc2ccccc2)c(C)c1[N+](=O)[O-]
12%	O=C(c1cc(C2CC2)on1)N(C1CCCCC1)C1CCCCC1
3%	CN1C2=N[C@H](c3cccc(C(F)(F)F)c3)CC(=O)N2/C(=C\c2ccccc2)[C@H]1c1ccccc1
-4%	O=C(CCl)Nc1ccc(C(=O)NCC2COc3ccccc3O2)cc1 (stereo not drawn)
-5%	O=P(c1ccccc1)(c1ccccc1)c1cnc2ccccn12
28%	Cc1ccc(NS(=O)(=O)c2cc3c(cc2Cl)NC(=O)CO3)cc1C
u	CCCCCCCCN1C(=O)[C@@H](CC(=O)NCCCN2CCCC2=O)C[C@@]2(C(=O)OC)C1=C[C@H](COCc1ccccc1)O[C@@H]2C
-8%	O=c1c2cc3cc(Cl)ccc3nc2ncn1CCc1c[nH]c2ccccc12
2%	O=C(NCc1ccccc1)OCCCN1C(=O)CCC12CCCCC2
-5%	CCOC(=O)[C@@]12CCCC3=C1N(CCC3)C(=O)[C@H]2CC(=O)NCCCOC

Of the compounds above, five have a CF3 group:
FUS yeast rescue	compound
-22%	CN1C(=O)C[C@@](C#N)(C(=O)NCC(F)(F)F)[C@H]1c1ccccc1
21%	CC1CCC2(CCC(=O)N2CCCOC(=O)Nc2cccc(C(F)(F)F)c2)CC1 (stereo not drawn)
33%	OC(c1ccccc1)(c1ccccc1)C1CCN(CCCNc2cccc(OC(F)(F)F)c2)CC1
43%	C[C@H]1[C@@H](OC(=O)Nc2ccc(C(F)(F)F)cc2)CC[C@@]23CCCN2C(=O)CCC[C@@H]13
3%	CN1C2=N[C@H](c3cccc(C(F)(F)F)c3)CC(=O)N2/C(=C\c2ccccc2)[C@H]1c1ccccc1

New compounds follow
FUS yeast rescue	compound
18µM*	Cc1ccc(-c2cc(-c3nnc(SCC(=O)Nc4ccccc4-c4ccccc4)n3N)[nH]n2)cc1
2%	CCc1cccc2c(C(C)c3ccccc3O)c[nH]c12 (stereo not drawn)
10%	COc1ccc(-c2cc(C(=O)NN=Cc3ccccc3[N+](=O)[O-])[nH]n2)cc1
-15%	OCCCN1CCC2(CCC(c3ccccc3)CC2)C1 (stereo not drawn)
8%	COC(=O)[C@]12C[C@H](CC(=O)NCCc3ccccc3OC)C(=O)N(CCC3=CCCCC3)C1=C[C@H](C1CCCC1)O[C@@H]2C
10%	O=C(CSc1nnc(-c2ccccn2)n1-c1ccccc1)Nc1ccc2cn[nH]c2c1
-15%	NC(=O)c1c(N)[nH]c(C(=O)c2ccccc2)c1-c1ccccn1
-2%	Nn1c(SCC(=O)NC2CCCCC2)nnc1-c1n[nH]c2c1CCC2
18µM*	Oc1ccc(CNc2ccccc2Br)c2cccnc12
14%	CCCCCN1CCCCC(NC(=O)CSc2ccccc2)C1=O (stereo not drawn)
-4%	C=CCOC(=O)N[C@H](c1ccccc1)[C@H](C)/C=C/CC(=O)OC
21%	C#CCNC(=O)C[C@H]1C[C@@]2(C(=O)OCC)CCCC3=C2N(CCC3)C1=O
7%	CN(C)c1cccc(-c2ccnc(N3CCC(C(N)=O)CC3)n2)c1
4%	O=C(NCCc1ccccc1)OCc1cn(Cc2cc(F)cc(F)c2)nn1
5%	CN1C(=O)c2cc(NC(=O)Nc3ccccc3)ccc2OC[C@H]2O[C@@H](CC(=O)NC3CCC3)CC[C@@H]21
1%	COc1cc(/C=C/C(=O)n2cnc3ccccc32)cc(OC)c1OC
-18%	CC(=O)OC12CCCN(C1)/C(=C/c1cccc(Cl)c1)C2 (stereo not drawn)
-17%	COC(=O)[C@]1(CNC(=O)C(C)(C)C)CC(=O)N(C)[C@@H]1c1ccccc1
39%	COc1ccc(CCNC(=O)Nc2ccc3c(c2)[C@]2(CC(=O)N(CC(C)C)C2c2ccccc2)C(=O)N3C)cc1OC (stereo partly drawn)
23%	COc1cc2c(cc1NC(=O)CSc1nnc(-c3cccc(Cl)c3)n1-c1ccccc1)oc1ccccc12
-6%	COc1ccc(N=C(N)NC(=O)OCc2ccccc2)cc1
13%	O=C1C(=O)N(Cc2ccc(-c3ccsc3)cc2)c2ccc(OC(F)(F)F)cc21
17%	C=CCN1C(=O)[C@H](CC(=O)NCCCOCCCC)[C@@]2(C(=O)OCC)CCCC=C12
40%	C#CCNC(=O)C[C@H]1C[C@@]2(C(=O)OC)C(=C[C@H](C(C)(C)C)O[C@@H]2C)N(Cc2ccco2)C1=O
7%	COC(=O)C[C@@H]1CC[C@@H]2[C@@H](COc3ccc(NS(=O)(=O)c4ccc(F)cc4)cc3C(=O)N2C)O1
u	O=C(CSc1nnc(COc2ccccc2)n1-c1ccc(Cl)cc1)Nc1ccc2c(c1)OCO2
3%	CC(=O)O[C@H]1[C@H](OC(C)=O)C[C@]2(OC(C)=O)C[C@H]1OC2=O
-20%	COC(=O)c1cc(-c2cccs2)c(=O)n2c1CCC2
-5%	Cc1cccc(NC(=O)OC2CC3CC2[C@H]2CCCCN2C3)c1 (stereo partly drawn)
34%	c1ccc2cc(Cn3ccc4ccc(-c5ccc6ccn(Cc7ccc8ccccc8c7)c6c5)cc43)ccc2c1

Arranged by heavy-atom count (lowest first): some entries from above
FUS yeast rescue	compound
-5%	Cc1cccc(NC(=O)OC2CC3CC2[C@H]2CCCCN2C3)c1 (stereo partly drawn)
18µM*	Cc1ccc(-c2cc(-c3nnc(SCC(=O)Nc4ccccc4-c4ccccc4)n3N)[nH]n2)cc1
39%	COc1ccc(CCNC(=O)Nc2ccc3c(c2)[C@]2(CC(=O)N(CC(C)C)C2c2ccccc2)C(=O)N3C)cc1OC (stereo partly drawn)

(listing goes on)
FUS yeast rescue	compound
24%	C#CCNC(=O)C[C@H]1C[C@@]2(C(=O)OC)C(=C[C@H](C(C)C)O[C@@H]2C2CC2)N(CCc2ccc(OC)c(OC)c2)C1=O
37%	COc1ccc(C=NNC(=O)c2cc(-c3ccc(C)c(C)c3)n[nH]2)cc1OCc1ccccc1
11%	COc1cccc(N2CCN(CC(=O)NCc3ccc(Cl)cc3)CC2)c1
3%	CCOC(=O)c1ccc(NC(=O)CSc2nnc(-c3cc(-c4ccccc4)n[nH]3)n2N)cc1
-2%	COC(=O)c1ccc(S(=O)(=O)N2CCC(NC(=O)CCC3CCCC3)CC2)cc1
-2%	Cc1cccc(Cn2cc(COC(=O)N3CCOCC3)nn2)c1
u	C=CCN(C(=O)[C@@H](C1CC1)[C@@H](O)c1ccc2ccccc2c1)c1ccccc1
-7%	COC(=O)C12C=C3CC(c4ccccc4)=C3C(=O)N1Cc1[nH]c3ccccc3c1C2 (stereo not drawn)
-9%	CN(C(=O)[C@@H](C1CC1)[C@@H](O)c1ccc(Cl)cc1)c1ccccc1
16%	CN(C)c1ccc(-c2nn3c(-c4ccco4)nnc3s2)cc1
31%	CCOC(=O)Cc1nc(N2CCN(C=O)CC2)c2c(C)c(C(=O)OCC)sc2n1
15%	CCCC1CCC2(CCCN2CCOC(=S)Nc2ccccc2)CC1 (stereo not drawn)
20%	Cc1ccc2c(c1)C(CS(=O)(=O)NCc1ccccc1)NC2 (stereo not drawn)
-6%	Cc1ccc(-n2c(SCC(=O)NN=Cc3ccc(-c4ccccc4)cc3)nnc2-c2ccccc2)cc1
17%	CN(CCc1ccccc1)C(=O)Cn1nc(-c2ccccc2)ccc1=O
45%	COc1ccc(C(=O)CSc2nnc(-c3ccc(C(C)(C)C)cc3)n2C)cc1
-6%	Cc1ccccc1N1CCN(S(=O)(=O)c2ccc3c(c2)n(C)c(=O)c(=O)n3C)CC1
28%	C=CCN1C(=O)[C@@H](CC(=O)NCC2CCCCC2)[C@]2(C(=O)OCC)CCCCC/C=C/12

The list is partial. The share of hits here may be higher or lower than overall.
